Pf Dd2 growth = inhibitors of Plasmodium falciparum Dd2 growth | AID 1347417 | P. falciparum Dd2 growth, SYBR Green, 72 h | actives 4.3% (n = 120,000) | Potency, µM (titrated, usually from 28.9 µM), inactives show at the top dose activity, negative = inhibition, most hits filed as inhibitors; active means well fitted inhibition curve with a large enough effect; inconclusive means small, poorly fitted or top-dose-only effect; inactive means no such curve, though single readings can be large or run the other way;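 further: plate controls were DMSO vehicle for no effect and reference drug for full effect; nearly all actives have a fitted effect of over 65% in size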
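Readout: SYBR Green fluorescence, 485 nm excitation, 535 nm emission, after ~16 h lysis at 37C. Before that, Dd2-infected red cells (2.5% hematocrit) grew 72 h with compound, 29 uM top final concentration.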
* hit, by the source's call; [ ] = another dose, or the depositor's remark. Potency means the concentration at half of the fitted maximal effect.

What do the screens show for `Cc1onc(-c2cnn(C)c2NCCc2ccccc2)c1C(=O)N1CCC(c2ccccc2)CC1`?
Pf Dd2 growth: inconclusive

How did CSc1nn(Cc2ccc(F)cc2)c(N(C(C)=O)C(C)=O)c1S(=O)(=O)c1ccccc1 do in these assays?
Pf Dd2 growth: -8%

What do the screens show for `CCOCCCNC(=O)C(c1ccc(OC)cc1)N(Cc1cccs1)C(=O)c1ccccc1O` (stereo unspecified)?
Pf Dd2 growth: 1%

How did Cc1nc(-c2c3n(c(=O)n(CC(=O)c4ccc(Cl)cc4)c2=O)CCCC3)no1 do in these assays?
Pf Dd2 growth: -18%

How did CCc1ccc(NC(=O)c2nn(-c3ccc(C)cc3)c(=O)n(C)c2=O)cc1 do in these assays?
Pf Dd2 growth: 38%[activator][5.79 µM]

What do the screens show for `CCOC(=O)C1=C(CN2CCC(C)CC2)NC(=O)NC1c1ccc(F)cc1` (stereo unspecified)?
Pf Dd2 growth: 3%

Results for O=C1NCCOCCN(S(=O)(=O)c2cccc(F)c2)[C@H]2CCC[C@@H]12 ?
Pf Dd2 growth: inconclusive

How did Cc1ccc(CN2CCn3c(nn(-c4ccc([N+](=O)[O-])cc4)c3=O)C2)cc1 do in these assays?
Pf Dd2 growth: inconclusive

How did CCS(=O)(=O)N1CCc2cc(C(=O)Nc3cc([N+](=O)[O-])ccc3C)ccc21 do in these assays?
Pf Dd2 growth: -11%

Results for O=C(N[C@@H]1CN(Cc2ccc(F)cc2Cl)C[C@H]1CO)C1CC1 ?
Pf Dd2 growth: -5%

How did COc1ccc(S(=O)(=O)N(CC(=O)Nc2ccccc2Cl)Cc2ccccc2)cc1 do in these assays?
Pf Dd2 growth: 33%[activator]

Results for CS(=O)(=O)c1ncc(N(Cc2ccccc2)Cc2ccco2)c(C(=O)Nc2cccc(C(F)(F)F)c2)n1 ?
Pf Dd2 growth: 6.3µM*

Results for Cc1ccc(-n2ncc3c(N(C)Cc4ccccc4)ncnc32)cc1 ?
Pf Dd2 growth: inactive

How did O=C(Cc1ccccc1)NCCC1CCN(C(=O)Nc2cccc(F)c2)CC1 do in these assays?
Pf Dd2 growth: inconclusive

Results for COc1cc2cc(CN3CCC(N(C)C)C3)c(-c3cccc(Cl)c3)nc2cc1OC (stereo unspecified) ?
Pf Dd2 growth: 7.9µM*

How did Cc1cc(C)cc(OCC(=O)c2ccc3c(c2)N(CC(=O)N2CCOCC2)C(=O)CO3)c1 do in these assays?
Pf Dd2 growth: 9%

Results for COc1ccc(CN2CCCn3nc(C)c(-c4ccnn4C(C)C)c32)cc1O ?
Pf Dd2 growth: inactive

How did Cc1nc(N2CCC(NC(=O)C3CCCCC3)CC2)cc(C(F)(F)F)n1 do in these assays?
Pf Dd2 growth: -27%

What do the screens show for `CCCNC(=O)N[C@@H]1CCC[C@@H](C(=O)NCc2cc(F)cc(F)c2)CC(=O)N(C)C1`?
Pf Dd2 growth: 5%[44.1 µM]

What do the screens show for `CCOc1ccc(CNC(=O)CCCn2c(=O)c3cccn3c3cccnc32)cc1`?
Pf Dd2 growth: inconclusive

Results for CC(=O)N1CC2(CCN(C(=O)CCC(=O)O)C2)Cc2ccccc21 (stereo unspecified) ?
Pf Dd2 growth: 14%

Results for CCOc1ccc(-c2noc(CSc3nnc(Cc4ccccc4)n3-c3ccc(F)cc3)n2)cc1 ?
Pf Dd2 growth: inconclusive

Results for Cc1ccc2nc(C3CCCN(Cc4cccc(-c5ccc(F)cc5F)c4)C3)[nH]c(=O)c2c1 (stereo unspecified) ?
Pf Dd2 growth: inconclusive

How did Cc1ncsc1C(=O)N1CCC2(CC1)OC(=O)N(Cc1ccccc1)C2(C)c1cccnc1 (stereo unspecified) do in these assays?
Pf Dd2 growth: -24%

Nothing new here: an excerpt of the list.
Results for Cc1ccc(-n2ncc3c(N(C)Cc4ccccc4)ncnc32)cc1 ?
Pf Dd2 growth: inactive

How did O=C(Cc1ccccc1)NCCC1CCN(C(=O)Nc2cccc(F)c2)CC1 do in these assays?
Pf Dd2 growth: inconclusive

Continuation:
How did O=C(C1CCCN(c2cnn(Cc3ccccc3)c(=O)c2)C1)N1CCCC1 (stereo unspecified) do in these assays?
Pf Dd2 growth: inactive

Results for Cc1nc(-c2cn(C3CCCN(C(=O)c4cccc(F)c4)C3)nn2)no1 (stereo unspecified) ?
Pf Dd2 growth: 58%[activator]

What do the screens show for `Cc1nc(CC(=O)N2CCCC3(CCC(=O)N(CCC(C)C)C3)C2)cs1` (stereo unspecified)?
Pf Dd2 growth: 1%

Results for C[C@@H](NC(=O)C1CCCC1)c1onc(-c2ccc(Cl)cc2)c1C(=O)O ?
Pf Dd2 growth: 23%[44.1 µM]

What do the screens show for `COc1cccc(-c2ccccc2NC(=O)C2CCN(Cc3ccc(F)cc3)CC2)c1`?
Pf Dd2 growth: 7.9µM*

Results for COc1ccc(NC(=O)CCS(=O)(=O)c2nc(-c3ccc4c(c3)OCO4)cc(C(F)(F)F)n2)c(OC)c1 ?
Pf Dd2 growth: inactive

Results for O=C(NCc1ccco1)C1COC2(CCN(C(=O)c3ccco3)CC2)N1C(=O)c1ccc(F)cc1 (stereo unspecified) ?
Pf Dd2 growth: inactive

How did CCOc1ccc(NC(=O)CCCn2c(C)c3cnn(-c4ccccc4)c(=O)c3c2C)cc1 do in these assays?
Pf Dd2 growth: 2%

Results for NS(=O)(=O)c1ccc(C(=O)N2CCC3(CC2)Nc2ccccc2NC3=O)cc1 ?
Pf Dd2 growth: 6%

Results for O=C1COCCN1C1CCN(Cc2cccc3ccccc23)CC1 ?
Pf Dd2 growth: inconclusive

What do the screens show for `COC[C@@H]1CN(Cc2cc(F)ccc2F)C[C@H]1C(=O)NC1CC1`?
Pf Dd2 growth: -11%

How did Cc1noc([C@H]2CCN(Cc3ccc4c(c3)CCO4)C[C@H]2NC(=O)C2CC2)n1 do in these assays?
Pf Dd2 growth: inactive[5.79 µM]

What do the screens show for `COc1ccc(NC(=O)Nc2ccc(C)n(CC(=O)N3CCCCCC3)c2=O)cc1`?
Pf Dd2 growth: inactive

What do the screens show for `COc1ccc(-c2noc(CC3CCN(C(=O)c4cc(F)cc(F)c4)CC3)n2)cc1`?
Pf Dd2 growth: -26%

Results for Cc1ccc(C)c(-c2csc(-c3c(N)c(C(=O)c4ccc5c(c4)OCO5)n4ccccc34)n2)c1 ?
Pf Dd2 growth: inconclusive

How did CN1C(=O)[C@@H]2C[C@@H](CN2CC2CC2)Oc2ccccc21 do in these assays?
Pf Dd2 growth: -23%[44.1 µM]

Results for COc1ccc(OC)c(NC(=O)CN2C(=O)CCc3cc(S(=O)(=O)N4CCCCC4)ccc32)c1 ?
Pf Dd2 growth: inactive

How did CCOC(=O)c1ccc2ncc(C(=O)OCC)c(Nc3ccc(C)c(Br)c3)c2c1 do in these assays?
Pf Dd2 growth: inactive

Results for CSCC(=O)NCCC[C@H](NC(=O)[C@@H]1[C@@H](NC(=O)Nc2ccc(F)cc2F)CCN1C(=O)CSC)C(N)=O ?
Pf Dd2 growth: -17%

How did COCc1ncc(C)n1CCNC(=O)c1cc(-c2ccccc2C)n[nH]1 do in these assays?
Pf Dd2 growth: -15%

Results for Cn1nccc1C(=O)N1CCN(Cc2ccc(=O)n(CC3CC3)c2)CC1 ?
Pf Dd2 growth: -12%

What do the screens show for `Oc1c(C(c2ccc(F)cc2)N2CCCC2)sc2nc(-c3ccco3)nn12` (stereo unspecified)?
Pf Dd2 growth: 21%

How did CCO[C@H]1CN(C(=O)c2ccc(-c3noc(C4CC4)n3)cc2)C[C@@H]1O do in these assays?
Pf Dd2 growth: 0%

What do the screens show for `Cc1nn(CC(=O)NCc2ccc(N(C)C)cc2)c(=O)c2c(C)n(-c3ccc(Cl)cc3)nc12`?
Pf Dd2 growth: 22%

How did Cc1cccc(Cl)c1NC(=O)Cn1ccn2nc(-c3ccccc3)c(CO)c2c1=O do in these assays?
Pf Dd2 growth: -4%

Results for Cc1ccc2c(C)c(C(=O)N(C)Cc3noc4c3CCCC4)oc2c1 ?
Pf Dd2 growth: -28%

Results for Cc1ncoc1C(=O)N1CCC2(CCCN(Cc3cccc(F)c3F)C2=O)C1 (stereo unspecified) ?
Pf Dd2 growth: inactive

What do the screens show for `O=C(C1CC1)N1CC2(CCCN2Cc2cccnc2)Cc2ccccc21` (stereo unspecified)?
Pf Dd2 growth: 10µM*

How did O=C(CSc1nccn1-c1ccc(F)cc1)Nc1cccc2ccccc12 do in these assays?
Pf Dd2 growth: 14%

How did Cc1noc(C2CC3(CCN(C(=O)c4nn(C)c5ccccc45)CC3)CN2C)n1 (stereo unspecified) do in these assays?
Pf Dd2 growth: inconclusive

What do the screens show for `O=C(Cn1ccn2nc(-c3ccc(F)cc3)c(CO)c2c1=O)NCCC1=CCCCC1`?
Pf Dd2 growth: 5%

What do the screens show for `Cc1ccc(OCC(=O)Nc2ccc3nc(SCC(=O)N4CCOCC4)sc3c2)cc1`?
Pf Dd2 growth: inconclusive

How did O=S1(=O)NCC2(CCN(Cc3c[nH]c4ccccc34)C2)Oc2ncccc21 (stereo unspecified) do in these assays?
Pf Dd2 growth: inactive

How did CC(=O)c1ccc(NC(=O)CSc2nccn2Cc2ccco2)cc1 do in these assays?
Pf Dd2 growth: inactive

What do the screens show for `Cc1cnc(C(=O)N2CCCC(c3nc(-c4cccnc4)no3)CCNC(=O)CC2)cn1` (stereo unspecified)?
Pf Dd2 growth: -22%

How did CCOC(=O)c1ccccc1NC(=O)Cn1c(=O)n(-c2cccc(C)c2)c(=O)c2c1c1cc(C)ccc1n2C do in these assays?
Pf Dd2 growth: 30%

Results for COc1ccccc1CCN1CCCC(CN(C)C(=O)C(=O)c2cccn2C)C1 (stereo unspecified) ?
Pf Dd2 growth: 14µM*

Results for Cn1nccc1C(=O)N1CCCCCC1c1nc(-c2ccncc2)no1 (stereo unspecified) ?
Pf Dd2 growth: 35%[activator]

What do the screens show for `COC(=O)c1cccc(NC(=S)N[C@H]2CO[C@H]3[C@@H]2OC[C@@H]3n2nnnc2-c2cccc(OC)c2)c1`?
Pf Dd2 growth: -26%

Results for CCC(Sc1nc(-c2ccccc2F)nc2c1Cc1c(CO)cnc(C)c1O2)C(=O)Nc1cc(C)ccc1C (stereo unspecified) ?
Pf Dd2 growth: inconclusive

How did Cc1cnc(-c2ccncc2)n1CCNC(=O)CCC1CCCC1 do in these assays?
Pf Dd2 growth: -2%

How did COc1ccc(-c2cn3nc(N4CCCC(C(=O)NCc5ccc(Cl)cc5)C4)sc3n2)cc1 (stereo unspecified) do in these assays?
Pf Dd2 growth: inconclusive

How did CCn1nc(C)cc1C(=O)N1CCCC(CCC(=O)NCc2ccc(OC)cc2OC)C1 (stereo unspecified) do in these assays?
Pf Dd2 growth: inactive

What do the screens show for `O=C(N[C@H]1[C@H]2CCO[C@H]2[C@@H]1N1CCCC1)c1ccc(-c2cccc(F)c2)cc1`?
Pf Dd2 growth: inconclusive

What do the screens show for `O=C(c1noc(-c2ccc(F)cc2)n1)N1CCN(c2ccc(Cl)cc2)CC1`?
Pf Dd2 growth: 47%

What do the screens show for `CCCCOc1ccc(C(=O)N2CCC[C@H]2c2nc(-c3ccccc3)no2)cc1`?
Pf Dd2 growth: inconclusive

What do the screens show for `O=C1CC2CCN(C(=O)C3CCCC3)CC2CCN1` (stereo unspecified)?
Pf Dd2 growth: 25%[44.1 µM]

What do the screens show for `CCc1ccc(OCC(=O)c2ccc3c(c2)N(CC(=O)NCCCOC)C(=O)CO3)cc1`?
Pf Dd2 growth: inactive

By substructure: the entries above with a COOH group
Results for CC(=O)N1CC2(CCN(C(=O)CCC(=O)O)C2)Cc2ccccc21 (stereo unspecified) ?
Pf Dd2 growth: 14%

Results for C[C@@H](NC(=O)C1CCCC1)c1onc(-c2ccc(Cl)cc2)c1C(=O)O ?
Pf Dd2 growth: 23%[44.1 µM]

The listing picks up with the 6 entries that preceded the break.
How did CCn1nc(C)cc1C(=O)N1CCCC(CCC(=O)NCc2ccc(OC)cc2OC)C1 (stereo unspecified) do in these assays?
Pf Dd2 growth: inactive

What do the screens show for `O=C(N[C@H]1[C@H]2CCO[C@H]2[C@@H]1N1CCCC1)c1ccc(-c2cccc(F)c2)cc1`?
Pf Dd2 growth: inconclusive

What do the screens show for `O=C(c1noc(-c2ccc(F)cc2)n1)N1CCN(c2ccc(Cl)cc2)CC1`?
Pf Dd2 growth: 47%

What do the screens show for `CCCCOc1ccc(C(=O)N2CCC[C@H]2c2nc(-c3ccccc3)no2)cc1`?
Pf Dd2 growth: inconclusive

What do the screens show for `O=C1CC2CCN(C(=O)C3CCCC3)CC2CCN1` (stereo unspecified)?
Pf Dd2 growth: 25%[44.1 µM]

What do the screens show for `CCc1ccc(OCC(=O)c2ccc3c(c2)N(CC(=O)NCCCOC)C(=O)CO3)cc1`?
Pf Dd2 growth: inactive

Results for COc1cccc(-c2ncc(CNC(=O)C3NCCc4[nH]cnc43)s2)c1 (stereo unspecified) ?
Pf Dd2 growth: -17%

Results for CN1CCN(C(=O)c2ccc3c(c2)N(Cc2c(F)cccc2Cl)C(=O)c2ccccc2S3)CC1 ?
Pf Dd2 growth: 0.2µM*

Results for COc1ccccc1CC(=O)N1CCC2(CC1)NC(=O)N(c1cccc(F)c1)N2 ?
Pf Dd2 growth: inactive

Results for Cc1ccccc1OCCCCn1c(C2CC(=O)N(c3ccccc3Cl)C2)nc2ccccc21 (stereo unspecified) ?
Pf Dd2 growth: 14%

What do the screens show for `COCCC(=O)N[C@H]1CC[C@]2(C)CCC([C@H](C)C(=O)NCCc3ccc(OC)c(OC)c3)[C@H](O)[C@H]2[C@@H]1C` (stereo partly specified)?
Pf Dd2 growth: inactive

How did NCCn1cc(C(=O)NC2CCCN(c3cnccn3)C2)nn1 (stereo unspecified) do in these assays?
Pf Dd2 growth: 2%

What do the screens show for `CCc1nc2c(cnn2-c2ccc(C)cc2)c(=O)n1-c1ccc(C)cc1`?
Pf Dd2 growth: inconclusive

Some of the compounds tested; count on the stated rates, not on these rows.
